CSN inh = blocks human CSN-mediated cullin deneddylation | Purified CSN, SCF-Nedd8-OG deneddylation, fluorescence polarization | inhibition, % at 12.5 µM | 360,000 tested, 0.38% active;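 active = pattern-corrected inhibition above about 35%, with an unprinted fluorescence ratio check between 0.5 and 1.5, limit read from the data, passing the limit was not always enough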;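 note: 0% = enzyme with substrate and 100% = substrate without enzyme; some results filed as inactive read as strong as hits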
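Material: human Csn5 produced in HEK293T cells; Input: enzyme 0.24 nM; Reagent: SCFSkp2-Nedd8OG substrate at 10 nM final; Dosing: 12.5 µM compound; Incubation: 90 min reaction at room temperature; Detection: fluorescence polarization of the substrate; Evaluation: % inhibition of substrate cleavage by Csn5; Control set: substrate-only high control, full reaction low control.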
Rin1-Abl PPI inh = blocks binding of human Rin1 to Abl; P00519+Q13671; TR-FRET Rin1/Abl binding, biochemical; inhibition, % at 7.35 µM; 360,000 tested, 0.4% active; in the data active = inhibition above about 5%, passing the limit was not always enough
FAS-TE inh = FAS thioesterase (human) inhibition; P49327; AID 602261; 360,000 tested, 0.67% active; inhibition, % at 15 µM; recombinant FAS-TE, OMFH fluorogenic substrate, fluorescence endpoint;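 active = compounds whose normalised, plate-corrected inhibition of enzyme fluorescence in the single-dose primary screen is 50% or more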;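 note: 0% = DMSO with enzyme and 100% = substrate without enzyme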
PABP1 MLLE inh = inhibitors of microRNA-mediated deadenylation, human PABP1 MLLE binding; P11940; GST-MLLE / FITC-PAM2 fluorescence polarization; inhibition, % at 20 µM; 360,000 tested, 0.36% active; in the data active = inhibition above about 35%, passing the limit was not always enough;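 note: plate controls were DMSO wells with GST-MLLE for no effect and wells lacking GST-MLLE protein for full effect; some results filed as inactive read as strong as hits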
bovine MsrA act = activates bovine MsrA enzyme; purified bovine MsrA, absorbance read-out; activation, % at 10.6 µM; 360,000 tested, 0.3% active; AID 602163; in the data active = activation above about 7.5%;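 note: 0% = vehicle and 100% = reference activator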
MsrA inhibitor = inhibitors of bovine MsrA; inhibition, % at 15.5 µM; purified bovine MsrA, absorbance read-out; 360,000 tested, 0.75% active; AID 651718; in the data active = inhibition above about 4.5%;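 note: 0% = vehicle wells with enzyme and 100% = reference inhibitor wells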
Neddyl block = inhibitors of human cullin neddylation | TR-FRET cullin neddylation, biochemical | calls only at 25 µM | P61081+Q13564 | 360,000 tested, 0.58% active; in the data active = inhibition above about 36%
E coli Lon inh = inhibitors of E. coli Lon protease; P0A9M0; 360,000 tested, 0.42% active; inhibition, % at 7.94 µM; purified E. coli Lon protease, fluorescence polarization; in the data active = inhibition above about 13%, passing the limit was not always enough;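 note: 0% = enzyme with probe and DMSO and 100% = no enzyme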
Target sequence (P0A9M0 whole entry, looked up): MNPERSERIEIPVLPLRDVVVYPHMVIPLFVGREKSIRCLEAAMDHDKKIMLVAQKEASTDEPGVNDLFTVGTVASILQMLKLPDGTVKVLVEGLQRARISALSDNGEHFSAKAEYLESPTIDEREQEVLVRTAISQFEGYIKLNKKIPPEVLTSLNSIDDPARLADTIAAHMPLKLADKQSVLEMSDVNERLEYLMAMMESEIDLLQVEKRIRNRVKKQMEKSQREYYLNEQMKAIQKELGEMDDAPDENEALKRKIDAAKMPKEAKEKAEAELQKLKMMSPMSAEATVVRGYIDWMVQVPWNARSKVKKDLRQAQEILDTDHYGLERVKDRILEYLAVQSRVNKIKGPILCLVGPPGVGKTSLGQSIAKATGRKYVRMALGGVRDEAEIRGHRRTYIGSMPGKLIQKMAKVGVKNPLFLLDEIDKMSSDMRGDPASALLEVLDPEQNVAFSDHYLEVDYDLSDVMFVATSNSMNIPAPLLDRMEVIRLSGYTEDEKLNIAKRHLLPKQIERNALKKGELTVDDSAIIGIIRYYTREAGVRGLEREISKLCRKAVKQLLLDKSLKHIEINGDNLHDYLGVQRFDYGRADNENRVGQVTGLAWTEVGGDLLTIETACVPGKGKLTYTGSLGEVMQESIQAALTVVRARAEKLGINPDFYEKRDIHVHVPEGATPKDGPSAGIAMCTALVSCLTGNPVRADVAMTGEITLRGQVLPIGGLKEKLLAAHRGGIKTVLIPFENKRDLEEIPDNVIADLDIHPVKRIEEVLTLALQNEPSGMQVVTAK
TbMetRS inhib = blocks T. brucei methionyl-tRNA synthetase activity | purified T. brucei MetRS, ATP depletion, Kinase-Glo luminescence | inhibition, % at 11.9 µM | 360,000 tested, 0.4% active | AID 624268;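 active = inhibition above a per-plate cutoff of the control wells' mean inhibition plus 3 SD, cut at about 5.5% in these data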;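 note: 0% = DMSO wells median and 100% = median of wells with control inhibitor compound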
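Dosing: 11.9 µM compound single dose, 0.9% DMSO; Assay system: purified T. brucei MetRS enzyme; Measured by: Kinase-Glo luciferase luminescence reporting remaining unconsumed ATP; Schedule: 15 min plus 2 h at 25 °C.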
* hit, by the source's call; i = inactive; . = not tested or not shown.

mol,TbMetRS inhib,MsrA inhibitor,PABP1 MLLE inh,Neddyl block,E coli Lon inh,CSN inh,FAS-TE inh,Rin1-Abl PPI inh,bovine MsrA act
Cc1ccc2c(c1)C(=O)C(=O)N2CCCOc1ccccc1C,-0.7,-0.5,-7,i,5,4,9,-2,0
Cc1ccc(Sc2ncccc2N)cc1,-0.2,0.0,23,i,0,1,-7,1,-2
COC(=O)c1c(-c2ccc(OC)cc2)sc2cc3c(cc12)OCO3,-0.2,1.3,-11,i,-11,0,31,1,-1
CCCN(CC1CC1)C(=O)COc1ccccc1C(=O)NCc1ccccc1,-1.6,0.7,-13,i,5,-7,4,0,-12
O=C(Nc1ccc(S(=O)(=O)NC2=NCCCCC2)cc1)c1ccc(Cl)cc1Cl,1.3,-0.1,-34,i,2,1,1,0,1
O=C(Nc1ccc(F)cc1)N[C@H]1CC[C@H](CCNS(=O)(=O)c2cccc(Cl)c2)O[C@@H]1CO,0.2,-0.6,.,i,.,-2,.,.,.
CN(C)C(=O)c1cccc(-c2cnc3c(NC=O)cc(-c4ccc(N(C)C)cc4)cn23)c1,-0.2,1.7,-50,i,-68,7,-6,-9,0
CC1(c2nc3ccccc3[nH]2)CCC(=O)N1Cc1cccs1 (stereo not drawn),0.1,-0.9,3,i,-10,-4,-14,-1,-2
CN(C(=O)COC(=O)c1ccc(=O)n(Cc2ccccc2)n1)C1CCCCC1,-0.2,1.4,1,i,-9,-4,-2,2,-3
Cc1ccc(S(=O)(=O)N2CCOCC2)cc1C(=O)OCC(=O)NC1CCCCC1,-0.5,-0.6,0,i,-2,2,-6,3,-8
CO/N=C/c1ccc(N2CCN(C(=O)c3cccc(Cl)c3)CC2)c([N+](=O)[O-])c1,-0.3,-0.2,-1,i,8,3,1,-3,-4
Cc1ccc(-n2nnnc2-c2cnoc2-c2cccc(F)c2)cc1,-0.3,0.7,5,i,5,4,5,1,-13
N#Cc1nc(-c2ccccc2)oc1N1CCC(C(N)=O)CC1,-0.8,1.3,5,.,4,3,-5,5,-3
CC1(C)CC(=O)C2=C(C1)N=C1SCCC(=O)N1C2c1ccc(C(F)(F)F)cc1 (stereo not drawn),0.8,-0.2,35,i,10,-3,10,-3,-2
CCOc1ccc(NC(=O)CN(C)C(=O)CC2OC(=O)c3ccccc32)cc1OCC (stereo not drawn),-0.3,-1.0,1,i,-1,5,-5,2,-1

New compounds follow.
mol,TbMetRS inhib,MsrA inhibitor,PABP1 MLLE inh,Neddyl block,E coli Lon inh,CSN inh,FAS-TE inh,Rin1-Abl PPI inh,bovine MsrA act
O=C(N[C@@H](Cc1c[nH]c2ccccc12)C(=O)O)c1ccc(Cl)cc1,-0.9,1.7,2,i,-12,1,-7,1,-3
S=c1nc[nH]c2c1ncn2C1CCCO1 (stereo not drawn),-0.5,1.0,40*,i,-2,2,-9,1,5
Cc1ccc(CNC(=O)c2cn(C3CCCCC3)c(=O)c3c2c2ccccc2n3C)o1,-1.1,-0.9,2,i,-7,1,17,3,-6
COc1cccc(NC(=O)CCCCCn2nnc3ccccc3c2=O)c1,-0.4,1.2,1,i,-3,-1,-1,0,-2
CC(C)Cc1csc(=S)[nH]1,-0.1,2.9,33,i,-6,1,-5,-1,7
CCCS(=O)(=O)NC(=O)C1(C)CCCN(C(=O)c2ccccc2F)C1 (stereo not drawn),0.6,0.9,-4,i,-14,-2,-4,0,0
O=c1nc(Nc2ccccc2)oc2ccccc12,-0.9,-0.9,-15,i,6,-1,-4,2,-3
Cn1c(NCCc2ccncc2)nc2cc(-c3ccsc3)sc2c1=O,0.4,0.4,5,i,3,-2,3,-25,-3
COc1ccc(S(=O)(=O)N[C@@H](CSCc2ccccc2)C(=O)O)cc1,-0.2,-0.6,-3,i,-3,3,-3,-2,-1
Cc1cc(C(=O)C(C)OC(=O)C2=NNC(=O)CC2)c(C)n1-c1ccc(OC(F)F)cc1 (stereo not drawn),-0.3,0.0,3,i,5,3,4,0,-1
CCOC(=O)CCc1c(C)nc(SCCN2CCCC2)c(C#N)c1C,-0.3,-0.4,18,i,-4,2,-6,-6,1
O=C(NCCc1ccccn1)c1cncc(Br)c1,0.2,0.8,-5,i,-8,2,-4,3,-2
CCOc1ccc2nc3sc(C(=O)N4CCOCC4)c(N)c3cc2c1,-0.5,1.5,17,.,2,8,0,-5,-2
CC1CCN(C(=O)COC(=O)CCC(=O)c2ccc(F)cc2)CC1,0.2,1.6,-7,i,-1,3,-7,2,-5
Fc1ccc2cc(-c3ccccc3)ncc2c1,-0.5,1.5,-2,i,-3,0,0,1,-8

Later entries:
mol,TbMetRS inhib,MsrA inhibitor,PABP1 MLLE inh,Neddyl block,E coli Lon inh,CSN inh,FAS-TE inh,Rin1-Abl PPI inh,bovine MsrA act
Cc1cc(OC(C)C(=O)NCc2ccccn2)c2c(C)cc(=O)oc2c1 (stereo not drawn),-0.8,0.6,2,.,3,-5,-1,1,-1
Cc1ccccc1NC(=S)NC(NC(=O)N(C)C)C(Cl)(Cl)Cl (stereo not drawn),0.2,-0.4,-12,i,4,-2,-5,0,0
COc1ccc(NC(=O)Nc2ccc3c(c2)CC(=O)N([C@H](C)CO)C[C@@H](C)[C@H](CN(C)C(=O)Nc2ccccc2)O3)cc1,-0.5,-1.1,2,i,0,-1,-14,6,-7
CCSc1nc2ccccc2n1CCOc1ccccc1,0.1,-0.1,-17,i,1,2,14,2,-2
Cc1ccc(S(=O)(=O)N(C)C)cc1NC(=O)COC(=O)COc1ccc2c(c1)CCC2,-0.5,2.3,-6,i,3,-1,-4,-3,-1
COc1ccccc1C(=O)NC(=S)/C=C1/N(C)c2ccccc2C1(C)C,-0.4,0.2,-60,i,-26,22,24,-1,-3
O=C(OCC(=O)c1cccs1)c1ccc(NC(=O)c2ccco2)cc1,-0.8,0.8,-3,i,-5,3,3,-4,-8
COc1ccc2c(C)c(C(=O)N3CC[C@@H](N4CCC(O)CC4)[C@H](O)C3)oc2c1,-0.2,-0.7,5,i,-9,6,-7,0,-1
COc1ccc(S(=O)(=O)N2CCOC2CNC(=O)C(=O)NCCc2c[nH]c3ccccc23)cc1C (stereo not drawn),0.5,0.5,0,i,0,3,6,-4,-1
COC(=O)C1=C(C)N=C2SC(C#N)=C(N)N2C1c1ccc(OC)cc1 (stereo not drawn),-1.2,-0.2,-103,i,-5,2,4,0,-3
Cc1ccc(CNC(=O)C2CCN(S(=O)(=O)N3CC(C)CC(C)C3)CC2)cc1 (stereo not drawn),0.1,0.0,-13,i,3,7,-3,-2,-3
O=C(Nc1ccccc1)C1=C[C@H](c2csc3ccccc23)C[C@H](OCc2ccc(CO)cc2)O1,-0.3,1.4,6,i,-7,5,14,-1,6
COc1ccc(OC)c(C(=O)NC(CC(N)=O)c2ccc(NCc3ccccn3)c([N+](=O)[O-])c2)c1 (stereo not drawn),-0.3,-0.7,2,i,-16,-6,-2,-2,1
O=C(Nc1ccccc1)Nc1nnc(Cc2ccc(F)cc2)s1,3.3,0.6,2,i,-2,0,5,4,1
CCC(=O)N1N=C(c2ccc(NS(C)(=O)=O)cc2)CC1c1ccc(N(C)C)cc1 (stereo not drawn),0.0,0.7,-9,i,0,2,-5,-2,-2

Continued.
mol,TbMetRS inhib,MsrA inhibitor,PABP1 MLLE inh,Neddyl block,E coli Lon inh,CSN inh,FAS-TE inh,Rin1-Abl PPI inh,bovine MsrA act
CN(c1cccnc1)c1ncnc2[nH]ncc12,-0.3,-0.4,-2,i,6,-4,-4,2,-1
CCOC(=O)/C(C#N)=C\c1ccc(N2CCN(C)CC2)cc1,-0.1,3.7,-33,i,-3,3,-5,-1,0
O=C(c1ccccc1)N1CC(COc2ccccc2)OC(c2cccnc2)O1 (stereo not drawn),-0.9,0.9,-7,i,-8,1,-2,0,-2
CC(C)C(=O)Nc1nnc(SCC(=O)NCc2cccs2)s1,-1.2,-0.7,4,i,2,-4,-3,-2,2
CC(=O)N1CCN(S(=O)(=O)c2cccc(C(=O)NC3CCCC3)c2)CC1,-0.2,-0.3,4,i,-4,0,-10,4,-4
O=C(NCCc1ccccc1)C1CCN(C(=O)c2ccc([N+](=O)[O-])cc2)CC1,-0.7,-0.4,-15,i,-7,-2,0,-1,-8
CCCN1C(=S)SC(C)(C)C1/[N+]([O-])=C/c1cccnc1 (stereo not drawn),-0.8,-0.6,5,i,2,1,-10,0,-11
CC12CCC(C(=O)Nc3cc(Cl)ccc3Cl)(C(Br)C1=O)C2(C)C (stereo not drawn),-1.1,-2.2,4,i,-1,-8,7,1,-8
O=C(C/C=N/OCc1ccccc1F)c1cnc(-c2ccc(Cl)cc2)s1,-1.1,0.4,-1,i,5,1,13,-1,0
CN(C)c1ccc(C(=S)N2CCCCCC2)cc1,-1.3,0.5,-8,i,0,4,-9,6,-16
OCCN1CCN(c2cc(-c3ccc(CO)cc3)nc3ccnn23)CC1,-0.3,0.1,-6,.,4,-2,-8,-3,0
N#CCCN(C(=O)CN1CCN(S(=O)(=O)c2ccc(Cl)s2)CC1)c1ccc(F)cc1,-0.3,-0.1,-18,i,-4,1,4,3,0
CC(C)(C)c1ccc(C(=O)NC(=S)Nc2nc3c(s2)CCCC3)cc1,-0.4,-0.2,22,i,-6,0,32,0,-9
O=C1CN=C(Nc2cccc(C(F)(F)F)c2)N1C1CCCC1,-0.7,-0.9,6,i,-8,3,5,4,-6
COc1ccc(CN2C(=O)C(CC(=O)NC3CCCC3)CC(C(=O)N3CCOCC3)=C2C)cc1 (stereo not drawn),-1.0,2.1,12,i,3,1,-3,2,-2

(further entries)
mol,TbMetRS inhib,MsrA inhibitor,PABP1 MLLE inh,Neddyl block,E coli Lon inh,CSN inh,FAS-TE inh,Rin1-Abl PPI inh,bovine MsrA act
CCOC(=O)C1=C(C)N(CCCC(=O)O)C(=O)NC1c1ccccc1 (stereo not drawn),-0.5,-1.0,-12,i,11,3,-7,5,-5
N#CC(Cc1ccc(OC(F)F)cc1)c1nc2ccccc2[nH]1 (stereo not drawn),0.5,-0.4,-12,i,4,-3,0,-4,-5
Cc1cc(C)n(-c2ccc(C(=O)OCC(=O)N3CCN(c4ccccc4)CC3)cc2)n1,-0.4,-0.9,-67,i,-4,2,2,3,0
COc1ccc(C)cc1NC(=O)CCN1CC(C)OC(C)C1 (stereo not drawn),-0.7,-0.3,-6,i,4,8,-3,-1,0
CCOC(=O)c1oc2ccc(S(=O)(=O)n3nc(-c4ccccc4)cc3N)cc2c1C,0.1,0.2,1,i,-3,0,31,-1,-2
O=C(O)CSCC(=O)c1ccccc1,-0.1,0.3,38,i,0,2,-7,-2,-2
OCCC1CN(Cc2cccn2-c2ncccn2)CCN1Cc1ccc(F)cc1 (stereo not drawn),-0.3,-0.7,-1,i,1,0,-4,0,-1
Cn1c2ccccc2c2c(C(=O)NCC3CCCO3)cn(C3CCCC3)c(=O)c21 (stereo not drawn),-0.5,.,9,i,5,-5,-5,-5,-2
Cc1cccc(N2CCN(C(=O)CS(=O)(=O)Cc3nc(-c4ccccc4F)oc3C)CC2C)c1 (stereo not drawn),-0.8,-1.1,-1,i,-6,0,8,-1,-6
CCOc1ccc2[nH]c(O)c(NC(C)=O)c2c1,-1.0,1.0,7,i,-7,4,-11,0,-15

Random draw from the library; 4% or so of the library scored in one or more.
